POLI inh – DNA polymerase iota (human) inhibition. Pol iota fluorescent replication assay, 10 min. Potency, µM (series often up to 115 µM), without a hit: at the highest dose activity, negative = inhibition, actives largely listed as inhibitors. 390,000 tested, 1% active
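Pol iota at 10 nM preincubated 15 min with compounds at room temperature; reaction started with fluorescent substrate, 50 nM final. Fluorescence read kinetically at 0 and 10 min; buffer-only wells as negative control.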
Pin1 inhibitor – human Pin1 inhibition; Q13526; Pin1 FP peptide displacement, HiFluor488, 10 min; Potency, µM (highest dose often 115 µM), for the others: at the highest dose activity, negative = inhibition, actives largely listed as inhibitors; 390,000 tested, 0.009% active; active means well fitted inhibition curve with a large enough effect in the polarisation, with a control signal flat, not every such curve was filed as active; inconclusive means small, poorly fitted or top-dose-only effect, or effect the other way, or a change in a side signal; inactive means no such curve, though single readings can be large or run the other way; the % refers to the polarisation; further: on the % scale 0 is the no-effect control and ±100 the full control effect
Target sequence (Q13526 whole entry, looked up): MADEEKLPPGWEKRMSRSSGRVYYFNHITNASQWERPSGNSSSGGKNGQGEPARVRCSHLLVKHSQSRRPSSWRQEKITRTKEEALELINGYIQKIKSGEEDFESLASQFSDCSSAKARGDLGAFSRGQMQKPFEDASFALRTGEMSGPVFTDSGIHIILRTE
PGK inhibitor – blocks T. brucei phosphoglycerate kinase; P07378; PGK/GAPDH coupled, Kinase-Glo luminescence, 60 min; Potency, µM (titrated, usually from 57.5 µM), for inactives: at the top dose activity change, negative = inhibition, usual class: inhibitors; 380,000 tested, 0.043% active; further: on the % scale 0 is the no-effect control and ±100 the full control effect; nearly all actives have a fitted effect of over 60% in size
Target sequence (P07378 whole entry, looked up): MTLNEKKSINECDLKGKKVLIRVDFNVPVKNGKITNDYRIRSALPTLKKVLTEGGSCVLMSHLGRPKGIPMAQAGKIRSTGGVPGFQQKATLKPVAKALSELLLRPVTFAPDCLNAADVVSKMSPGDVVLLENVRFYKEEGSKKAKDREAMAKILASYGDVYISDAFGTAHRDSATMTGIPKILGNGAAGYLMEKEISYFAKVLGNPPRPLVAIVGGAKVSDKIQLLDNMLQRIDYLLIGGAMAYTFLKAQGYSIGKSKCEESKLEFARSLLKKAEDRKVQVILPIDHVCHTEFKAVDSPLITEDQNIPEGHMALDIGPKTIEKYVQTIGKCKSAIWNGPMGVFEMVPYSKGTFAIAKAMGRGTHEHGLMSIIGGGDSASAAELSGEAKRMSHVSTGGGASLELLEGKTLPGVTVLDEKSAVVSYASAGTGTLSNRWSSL
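Recombinant glycosomal PGK reaction used 1,3-bisphosphoglycerate generated in-well by GAPDH (100nM final) in 100mM TEA pH 7.6, 5mM MgCl2, 0.01% Tween-20. After 60 minutes at room temperature, ATP was read by Kinase-Glo Plus luminescence end-point.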
HP1b chromo inh – inhibitors of HP1-beta chromodomain binding to methylated histone tails | P83916 | AlphaScreen HP1-beta / biotin-H3K9me3 peptide binding | Potency, µM (highest dose often 114 µM), inactives show at the highest dose activity change, negative = inhibition, hits mostly inhibitors | 390,000 tested, 0.56% active; further: nearly all actives have a fitted effect of over 70% in size; inactives centre near 23
Target sequence (P83916 whole entry, looked up): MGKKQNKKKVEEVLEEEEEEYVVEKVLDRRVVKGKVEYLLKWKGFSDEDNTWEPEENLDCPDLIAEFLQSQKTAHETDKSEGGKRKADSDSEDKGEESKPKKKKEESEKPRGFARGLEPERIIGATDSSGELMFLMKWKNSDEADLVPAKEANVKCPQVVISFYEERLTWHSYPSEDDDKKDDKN
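Compound inhibition of the preformed complex between 50 nM HP1-beta and 50 nM biotinylated H3K9me3 peptide was read by AlphaScreen. Buffer was PBS pH 7.4 with 0.01% Tween-20. Incubations ran 30 min at room temperature, with 10 ug/mL donor/acceptor beads.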
JMJD2A Tudor – blocks the human JMJD2A Tudor domain; O75164; AlphaScreen JMJD2A-Tudor / H3K4me3 peptide binding; Potency, µM (highest dose often 114 µM), for the others: at the top dose activity change, negative = inhibition, hits mostly inhibitors; 390,000 tested, 4.4% active; AID 504339; further: on the % scale 0 is the no-effect control and ±100 the full control effect; nearly all actives have a fitted effect of over 50% in size
BLM helicase inh – Bloom syndrome helicase (human) inhibition; recombinant BLM DNA unwinding, fluorescence dequenching; P54132; Potency, µM (series often up to 56.1 µM), for inactives: at the highest dose activity change, negative = inhibition, usual class: inhibitors; 350,000 tested, 0.2% active;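 further: plate controls were vehicle for no effect and no enzyme for full effect; nearly all actives have a fitted effect of over 35% in size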
G9a inh – G9a (human) methyltransferase inhibition; 350,000 tested, 8.8% active; Potency, µM (doses to about 102 µM), for the others: at the top dose activity, negative = inhibition, most hits filed as inhibitors; G9a H3K9 monomethylation, AlphaScreen, 2 h; Q96KQ7; further: on the % scale 0 is the no-effect control and ±100 the full control effect; nearly all actives have a fitted effect of over 75% in size
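Compounds were preincubated with 20 nM G9a for 15 min, after which biotinylated H3K9 peptide (500 nM) and SAM (20 uM) started a 2 h room-temperature reaction. Monomethylated product was quantified by antibody-based AlphaScreen chemiluminescence.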
GLS inh – blocks human kidney-isoform glutaminase activity; O94925; GLS enzymatic activity, qHTS titration; Potency, µM (doses to about 45.5 µM), without a hit: at the highest dose activity change, negative = inhibition, usual class: inhibitors; 410,000 tested, 0.21% active; AID 624170; further: on the % scale 0 is the no-effect control and ±100 the full control effect
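Assay buffer: 45 mM KH2PO4 pH 8.2, 0.02% Tween-20. hKGA acts on L-glutamine (1 mM solution added); product glutamate is reported by an oxidase/peroxidase Amplex Red coupling, with fluorescence taken at baseline and 30 min.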
BAZ2B block – BAZ2B (human) inhibition | 360,000 tested, 4.4% active | Potency, µM (series often up to 114 µM), inactives show top-dose activity change, negative = inhibition, most hits filed as inhibitors | AlphaScreen BAZ2B-H3K14Ac peptide displacement | Q9UIF8; further: on the % scale 0 is the no-effect control and ±100 the full control effect; nearly all actives have a fitted effect of over 60% in size
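BAZ2B (50 nM) with biotin-H3(5-23)K14Ac peptide (50 nM) in PBS pH 7.4, 0.01% Tween-20, preformed 30 min, then compound 30 min at room temperature; top concentration 110uM. AlphaScreen streptavidin donor/nickel chelate acceptor beads (10 ug/mL final), 20 min dark, signal read.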
An asterisk follows results filed as active; [ ] = remark or other dose. Unless noted, the call rests on the fitted dose curve; in most records, active means well fitted curve in the direction sought with a large enough effect; inconclusive means small, poorly fitted or top-dose-only effect, or another doubt; inactive means no such curve, though single readings can be large; an effect the other way counts as inactive or inconclusive. Potency means the concentration at half of the fitted maximal effect. Some of the compounds tested, so the mix of outcomes need not match the whole.

Screening CN(C)C(=O)CCc1ccc2c3c([nH]c2c1)[C@]1(C)[C@@H](C(=O)N2CCOCC2)C[C@H](CC(=O)NCCN2CCOCC2)C(=O)N1CC3 returned POLI inh 17%, Pin1 inhibitor -2%, PGK inhibitor inactive, HP1b chromo inh 48%[activator], JMJD2A Tudor 2% and GLS inh -8%.
`CC/C(C)=N/Nc1nc(-c2cc3cccc(OC)c3oc2=O)cs1` gave POLI inh 50µM*, Pin1 inhibitor inconclusive, PGK inhibitor 3%, HP1b chromo inh 14%, JMJD2A Tudor -26%, BLM helicase inh -20%, GLS inh inconclusive and BAZ2B block -2%.
Cn1ncc2c(Nc3ccc(Cl)c(Cl)c3)ncnc21 was read as POLI inh 42%[activator], Pin1 inhibitor 7%, PGK inhibitor inactive, HP1b chromo inh 25%, JMJD2A Tudor -8%, BLM helicase inh 1%, G9a inh 7%[59 µM], GLS inh 2% and BAZ2B block -4%.
Cc1ccc(SCC(Cc2ccccc2)N2CCN(C)CCC2=O)cc1 (stereo not given) was read as POLI inh 4%, Pin1 inhibitor -10%, HP1b chromo inh 15%, JMJD2A Tudor -27% and BLM helicase inh -3%.
Cc1noc(C)c1C(=O)Nc1ccccc1-c1ccccc1 was read as POLI inh 19%, Pin1 inhibitor 1%, PGK inhibitor -7%, HP1b chromo inh 31%, JMJD2A Tudor 1%, BLM helicase inh 0%, G9a inh -48%[59 µM], GLS inh -3% and BAZ2B block -4%.
Cc1c(C(=O)N2CCCCC2)c(S(=O)(=O)NCCc2ccc(Cl)cc2)c(C)n1C was read as POLI inh 9%, Pin1 inhibitor 0%, PGK inhibitor -3%, HP1b chromo inh 4%[57 µM], JMJD2A Tudor -15%, BLM helicase inh -4%, G9a inh -13%[59 µM], GLS inh 8% and BAZ2B block -37%.
For Cn1c(=O)c2sccc2n2c(CCC(=O)N3CCN(c4ccccc4)CC3)nnc12 the results were POLI inh -16%, Pin1 inhibitor 2%, PGK inhibitor -8%, HP1b chromo inh -7%, JMJD2A Tudor -22%, BLM helicase inh -5%, G9a inh -20%[59 µM], GLS inh 20% and BAZ2B block -3%.
O=C(N/N=C/c1ccc(F)cc1)c1ccc(OCc2ccccc2)cc1 was read as POLI inh -4%, Pin1 inhibitor -3%, PGK inhibitor -10%, HP1b chromo inh 92%[activator], JMJD2A Tudor -18%, BLM helicase inh -3%, GLS inh -1% and BAZ2B block 0%.
For CC(C)(C)NC(=O)COc1ccc(CNCCc2ccccc2)cc1 the results were POLI inh -14%, Pin1 inhibitor -6%, PGK inhibitor inactive, HP1b chromo inh 32%, JMJD2A Tudor -4%, BLM helicase inh -8%, G9a inh 17%[12.7 µM], GLS inh -5% and BAZ2B block -17%.
For COC(=O)c1cc2sc(Cl)cc2n1Cc1nc(-c2ccccc2F)oc1C the results were POLI inh 6%, Pin1 inhibitor -5%, PGK inhibitor -3%, HP1b chromo inh 24%, JMJD2A Tudor -1%, BLM helicase inh -5%, G9a inh -20%[59 µM], GLS inh 7% and BAZ2B block 1%.
For N#CCCn1cnc2c(=S)nc[nH]c21 the results were POLI inh -11%, Pin1 inhibitor -2%, PGK inhibitor -4%, HP1b chromo inh 7%, JMJD2A Tudor 35µM*, BLM helicase inh 2%, G9a inh inconclusive, GLS inh 23% and BAZ2B block -33%.
`Cc1cccc(-n2nc3c(c2NC(=O)c2cc4ccccc4o2)CS(=O)(=O)C3)c1` gave POLI inh 22%, Pin1 inhibitor -9%, PGK inhibitor 5%, HP1b chromo inh 30%, JMJD2A Tudor -8%, BLM helicase inh -1%, G9a inh -5%, GLS inh 2% and BAZ2B block -17%.
`Cc1cc(N(CCO)CCO)ccc1N=Nc1cc(F)ccc1F` gave POLI inh 31%[activator], Pin1 inhibitor 17%, PGK inhibitor -4%, HP1b chromo inh inconclusive, JMJD2A Tudor 22µM*, BLM helicase inh -7%, G9a inh 14µM*, GLS inh -1% and BAZ2B block 22µM*.
For CC(C)(C)c1ccc(NC(=O)N2CCCN(c3c(Cl)cncc3Cl)CC2)cc1 the results were POLI inh 14%, Pin1 inhibitor -2%, PGK inhibitor -1%, HP1b chromo inh 33%, JMJD2A Tudor -7%, BLM helicase inh -13%, G9a inh -2%, GLS inh -16% and BAZ2B block -11%.
`Cc1ccc(S(=O)(=O)NCCSc2nnnn2-c2ccc(C(N)=O)cc2)cc1` gave POLI inh 12%, Pin1 inhibitor 4%, PGK inhibitor 7%, HP1b chromo inh 35%, JMJD2A Tudor -12%, BLM helicase inh 3%, G9a inh -12%[59 µM], GLS inh -2% and BAZ2B block 11%.
O=C(NCCc1ccco1)C(=O)NCC1CCCN1S(=O)(=O)c1ccccc1 (stereo not given) was read as POLI inh inconclusive, Pin1 inhibitor 3%, PGK inhibitor inactive, HP1b chromo inh inconclusive, JMJD2A Tudor -19%, G9a inh -4%[0.501 µM], GLS inh 1% and BAZ2B block -1%.
For COc1cc(SC)ccc1C(=O)N1CCN(c2ccccc2OC)CC1 the results were POLI inh 44%[activator], Pin1 inhibitor -3%, PGK inhibitor -2%, HP1b chromo inh 12%, JMJD2A Tudor -23%, BLM helicase inh -1%, G9a inh inconclusive, GLS inh 1% and BAZ2B block inconclusive.
`Cc1ccnc(NC(=O)Nc2cccc(F)c2)c1` gave POLI inh 165%[activator], Pin1 inhibitor -3%, PGK inhibitor -7%, HP1b chromo inh 16%, JMJD2A Tudor 0%, BLM helicase inh -2%, G9a inh -7%[59 µM] and BAZ2B block 4%.
`COc1cc(NC(=O)C2CC2)c(C(=O)O)cc1OC` gave POLI inh 2%, Pin1 inhibitor 6%, PGK inhibitor 0%, HP1b chromo inh 40%[activator], JMJD2A Tudor -17%, BLM helicase inh -5%, G9a inh 50µM*, GLS inh 0% and BAZ2B block 11%.
Screening CCOc1cc(C(C(=O)NCC2CCCO2)N(C(=O)Cn2nnc3ccccc32)c2ccc(C(C)=O)cc2)ccc1O (stereo not given) returned POLI inh 90%[activator], Pin1 inhibitor -1%, PGK inhibitor inactive, HP1b chromo inh -7%, JMJD2A Tudor inconclusive, BLM helicase inh -3%, G9a inh inconclusive, GLS inh -19% and BAZ2B block 1%.

An excerpt from above in order of length of the SMILES, smallest number first.
`COc1cc(NC(=O)C2CC2)c(C(=O)O)cc1OC` gave POLI inh 2%, Pin1 inhibitor 6%, PGK inhibitor 0%, HP1b chromo inh 40%[activator], JMJD2A Tudor -17%, BLM helicase inh -5%, G9a inh 50µM*, GLS inh 0% and BAZ2B block 11%.
`Cc1cccc(-n2nc3c(c2NC(=O)c2cc4ccccc4o2)CS(=O)(=O)C3)c1` gave POLI inh 22%, Pin1 inhibitor -9%, PGK inhibitor 5%, HP1b chromo inh 30%, JMJD2A Tudor -8%, BLM helicase inh -1%, G9a inh -5%, GLS inh 2% and BAZ2B block -17%.
Screening CCOc1cc(C(C(=O)NCC2CCCO2)N(C(=O)Cn2nnc3ccccc32)c2ccc(C(C)=O)cc2)ccc1O (stereo not given) returned POLI inh 90%[activator], Pin1 inhibitor -1%, PGK inhibitor inactive, HP1b chromo inh -7%, JMJD2A Tudor inconclusive, BLM helicase inh -3%, G9a inh inconclusive, GLS inh -19% and BAZ2B block 1%.

(continued)
For COc1ccc(C2(C(=O)Nc3ccccc3)CCOCC2)cc1 the results were POLI inh 3%, Pin1 inhibitor -6%, PGK inhibitor -6%, HP1b chromo inh 23%, JMJD2A Tudor 1%, BLM helicase inh 1%, G9a inh 11%[59 µM], GLS inh -7% and BAZ2B block 5%.
O=c1oc(-c2ccc(Br)o2)nc2ccccc12 was read as POLI inh -16%, Pin1 inhibitor -2%, PGK inhibitor 0%, HP1b chromo inh 8%, JMJD2A Tudor -10%, BLM helicase inh -6%, G9a inh 16%[59 µM], GLS inh -3% and BAZ2B block -1%.
`Cc1ccsc1CN(C)C(=O)C1CCC(=O)N(CCc2cccc(F)c2)C1` (stereo not given) gave POLI inh 11%, Pin1 inhibitor -7%, PGK inhibitor 0%, HP1b chromo inh 47%[activator], JMJD2A Tudor 3%, BLM helicase inh -2%, G9a inh -2%, GLS inh -4% and BAZ2B block -4%[57.1 µM].
For O=C(Nc1ccccc1F)c1cc(-c2ccco2)nc2ccccc12 the results were POLI inh inconclusive, Pin1 inhibitor inconclusive, PGK inhibitor -16%, HP1b chromo inh -13%, JMJD2A Tudor inconclusive and GLS inh 98%[activator].
Cc1cc(C)n(C(=O)CNC(=O)c2ccc(C(C)(C)C)cc2)n1 was read as POLI inh 9%, Pin1 inhibitor 9%, PGK inhibitor -11%, HP1b chromo inh 17%, JMJD2A Tudor -12%, BLM helicase inh -1%, G9a inh 5%, GLS inh -6% and BAZ2B block -12%.
Screening CCN(Cc1ccccc1)C(=O)c1cn(-c2cccc(OC)c2)c(=O)c2ccccc12 returned POLI inh 1%, Pin1 inhibitor -15%, PGK inhibitor 4%, HP1b chromo inh inconclusive, JMJD2A Tudor 0%, BLM helicase inh 0%, G9a inh 11µM*, GLS inh 4% and BAZ2B block 1%.
For COc1cc(OC)c2ccc(=O)oc2c1 the results were POLI inh 12%, Pin1 inhibitor -2%, PGK inhibitor 3%, HP1b chromo inh 32%, JMJD2A Tudor -10%, BLM helicase inh 1%, G9a inh -40%[2.33 µM] and GLS inh 3%.
`Cn1nc(-c2ccc(Cl)cc2)c2cc(C(=O)NCCN3CCOCC3)sc21` gave POLI inh inconclusive, Pin1 inhibitor -8%, PGK inhibitor -3%, HP1b chromo inh 16%, JMJD2A Tudor -18%, BLM helicase inh -1%, G9a inh 71µM*, GLS inh -5% and BAZ2B block 9%.
CCOCCCNc1ncnc2onc(C)c12 was read as POLI inh 19%, Pin1 inhibitor -7%, PGK inhibitor 0%, HP1b chromo inh 47%[activator], JMJD2A Tudor -27%, BLM helicase inh 1%, G9a inh 2%[59 µM], GLS inh 0% and BAZ2B block 14%[57.1 µM].

Compound activity from PubChem.
